High-throughput results from PubChem.
CAL PDZ FP-1: CAL PDZ (human) peptide binding inhibition. Q9HD26. AID 602252. 300,000 tested, 0.92% active. inhibition, % at 24.9 µM. purified CAL PDZ, TMR-peptide fluorescence polarization, 1 h;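 active means mean inhibition of at least 30% with at least half of replicates also reaching 30%; inconclusive means no clear call, values can overlap the other calls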;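 further: 0% = DMSO neutral control and 100% = excess unlabeled competitor peptide PRC23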
RTF Ca sens inh: cardiac RTF calcium desensitization; IANBD-labeled cardiac RTF, Ca2+ fluorescence; P19429+P45379; 340,000 tested, 0.12% active; inhibition, % at 7.15 µM;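 active means inhibition above the mean inhibition of all tested compounds plus 3 SD, cut at about 17% in these data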;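 further: assay run at fixed EC70 calcium of 1.6 mM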
PKA-R2B act: activators of human PKA-R2B complex | activation, % at 11.4 µM | P22694+P31323 | AID 504700 | 340,000 tested, 0.079% active | PKA-R2B holoenzyme dissociation, Cy5-IP20 fluorescence polarization; R2B truncated from residue 108, S112A mutant; 0% DMSO only, 100% 113 µM cGMP;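 active means activation above a cutoff set at the mean over all compounds plus 3 SD, cut at about 18% in these data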;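 further: higher means more holoenzyme dissociation and a rise in polarization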
Target sequence (P31323 whole entry, looked up, other chains not shown, the tested form may be a part): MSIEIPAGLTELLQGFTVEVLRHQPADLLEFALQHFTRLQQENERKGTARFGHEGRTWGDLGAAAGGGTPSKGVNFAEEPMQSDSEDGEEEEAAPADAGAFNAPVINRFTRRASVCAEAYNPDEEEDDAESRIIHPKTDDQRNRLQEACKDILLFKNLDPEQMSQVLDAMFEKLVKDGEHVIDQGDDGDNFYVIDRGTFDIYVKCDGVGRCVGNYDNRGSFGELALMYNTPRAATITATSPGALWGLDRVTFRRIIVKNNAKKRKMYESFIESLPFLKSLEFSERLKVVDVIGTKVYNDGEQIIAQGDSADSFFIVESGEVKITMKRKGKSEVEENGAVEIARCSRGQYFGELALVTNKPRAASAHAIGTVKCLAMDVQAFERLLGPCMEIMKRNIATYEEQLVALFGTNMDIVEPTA
SR-BI uptake up: SR-BI HDL lipid transfer activation | 320,000 tested, 0.096% active | activation, % at 12.5 µM | AID 504775 | CHO ldlA[mSR-BI] cells, DiI-HDL uptake fluorescence, 3 h; 100 = double the neutral-control signal;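 active means mean replicate activation of at least 60% and every replicate at or above 60%; inconclusive means mean or all-replicate condition met, but not both; inactive means mean below 60% and not all replicates reaching 60%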;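 further: 0% = median plate neutral-control signal and 100% = twice that signal; values of inactives mirror those of a sister screen read the other way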
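System: CHO ldlA[mSR-BI] cells / Medium: HEPES-buffered (25 mM, pH 7.4) F12 plus 0.5% BSA / Probe or stimulus: labelled HDL, 10 µg/mL / Doses: single compound concentration, delivered by pin transfer / Schedule: 3 h, 37 °C / Measured by: DiI fluorescence, bottom read / Measure: cell-associated DiI fluorescence as measure of HDL uptake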
LANA DNA inh: blocks KSHV LANA C-terminal domain binding to DNA; 340,000 tested, 0.078% active; inhibition, % at 9 µM; MBP-C-LANA/FAM-LBS DNA binding, fluorescence polarization;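 active means highest replicate inhibition at or above 60% at 9 µM, even if other replicates fall short; inactive means all replicates below 60% inhibition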;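 further: 0% = neutral control wells and 100% = 4 µM acridine orange control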
Keap1 Nrf2 FP: disrupts human Keap1 binding to Nrf2 peptide | Q14145 | Keap1 Kelch-Nrf2 peptide fluorescence polarization, 1536-well | inhibition, % at 9.4 µM | 340,000 tested, 0.15% active | AID 504523; in the data active means inhibition above about 12%; inconclusive means no clear call, values can overlap the other calls; inactive means below about 7.3%;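 further: human Keap1 Kelch domain with fluorescein labeled Nrf2 9mer peptide probe; 0% = neutral control wells and 100% = peptide positive control; higher means more block of Keap1 binding to Nrf2 peptide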
CAL PDZ FP-2: human CAL PDZ-peptide interaction inhibition; Q9HD26; purified CAL PDZ, TMR-peptide fluorescence polarization, 1 h; inhibition, % at 20 µM; 330,000 tested, 0.02% active; AID 504414;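 active means highest replicate inhibition of at least 40%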;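 further: plate controls were DMSO neutral control wells for no effect and unlabeled competitor peptide control wells for full effect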
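Control set: unlabelled peptide and DMSO controls / Material: purified CerCALP PDZ construct / Timing: 1 h incubation at room temperature before polarization reading / Doses: 20 µM, one dose / Detection: fluorescence polarization (mP)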
Rtt109 HAT inh: C. albicans Rtt109 histone acetyltransferase inhibition; Q5AAJ8; purified Rtt109/Vps75, ThioGlo CoA-SH fluorescence, 4 h; inhibition, % at 34.9 µM; 330,000 tested, 0.16% active;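 active means inhibition of at least 50% in every replicate; inconclusive means best replicate reaches 50% inhibition but some replicates fall short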
cardiac RTF act: cardiac RTF calcium sensitization | IANBD-labeled TnC RTF fluorescence at EC20 calcium; 0% EC20 calcium, 100% full calcium | activation, % at 7.2 µM | 340,000 tested, 0.24% active;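 active means activation above the mean over all tested compounds plus 3 SD, cut at about 30% in these data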;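 further: rise in fluorescence read as greater calcium sensitivity of cardiac thin filaments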
DAGLB inhibitor: diacylglycerol lipase beta (human) inhibition | Q8NCG7 | 340,000 tested, 0.059% active | HEK293T DAGLB membrane lysate, EnzChek fluorogenic substrate | inhibition, % at 5.17 µM | AID 504411; in the data active means inhibition above about 34%;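 further: 0% = enzyme with vehicle and 100% = wells lacking enzyme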
Target sequence (Q8NCG7 whole entry, looked up): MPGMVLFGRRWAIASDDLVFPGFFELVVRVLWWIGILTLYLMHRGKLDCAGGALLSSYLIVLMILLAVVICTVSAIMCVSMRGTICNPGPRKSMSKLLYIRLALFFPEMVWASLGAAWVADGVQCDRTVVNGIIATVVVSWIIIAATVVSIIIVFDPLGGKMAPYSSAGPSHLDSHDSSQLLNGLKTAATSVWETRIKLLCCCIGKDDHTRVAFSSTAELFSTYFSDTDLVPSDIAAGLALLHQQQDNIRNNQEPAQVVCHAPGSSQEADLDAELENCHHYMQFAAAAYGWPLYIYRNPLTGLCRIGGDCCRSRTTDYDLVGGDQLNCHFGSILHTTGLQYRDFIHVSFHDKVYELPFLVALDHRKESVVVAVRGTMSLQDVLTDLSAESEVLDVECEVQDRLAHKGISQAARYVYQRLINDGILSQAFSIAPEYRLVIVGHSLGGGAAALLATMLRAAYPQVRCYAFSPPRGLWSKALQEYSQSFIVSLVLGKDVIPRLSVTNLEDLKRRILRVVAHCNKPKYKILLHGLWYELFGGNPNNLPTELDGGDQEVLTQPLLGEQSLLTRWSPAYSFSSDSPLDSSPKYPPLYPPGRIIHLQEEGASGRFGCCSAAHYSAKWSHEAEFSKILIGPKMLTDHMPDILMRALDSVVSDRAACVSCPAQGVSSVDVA
* marks the source's active call; other numbers are inactive results; ? = inconclusive; nt = no result given.

Preview, 5 compounds:
SMILES	CAL PDZ FP-1	RTF Ca sens inh	PKA-R2B act	SR-BI uptake up	LANA DNA inh	Keap1 Nrf2 FP	CAL PDZ FP-2	Rtt109 HAT inh	cardiac RTF act	DAGLB inhibitor
Cc1ccc(S(=O)(=O)N2CCC3CC2c2cc(Cl)ccc23)cc1 (centres undefined)	-3	-6	-3	-2	1.1	4	-0.1	-4	-7	-2
O=C(OCC1CCNCC1)c1ccc(F)cc1	nt	-1	-9	-7	-0.3	1	1.2	-2	5	2
CCOc1ccc(N(CC(=O)N/N=C/c2ccccn2)S(=O)(=O)c2ccc(Cl)cc2)cc1	-2	-3	-14	4	0.4	5	-3.1	-6	-1	1
FC(F)Oc1ccccc1NC(=S)Nc1cccc(Cl)c1Cl	-4	2	2	20	-3.4	-1	-1.1	-8	-2	-3
Cc1cc(C)nc(SCc2cn3c(C)cc(C)nc3n2)n1	-6	-4	-4	-8	-0.9	0	0.2	-1	-7	0

All compounds of this part, previewed entries included:
SMILES	CAL PDZ FP-1	RTF Ca sens inh	PKA-R2B act	SR-BI uptake up	LANA DNA inh	Keap1 Nrf2 FP	CAL PDZ FP-2	Rtt109 HAT inh	cardiac RTF act	DAGLB inhibitor
Cc1ccc(S(=O)(=O)N2CCC3CC2c2cc(Cl)ccc23)cc1 (centres undefined)	-3	-6	-3	-2	1.1	4	-0.1	-4	-7	-2
O=C(OCC1CCNCC1)c1ccc(F)cc1	nt	-1	-9	-7	-0.3	1	1.2	-2	5	2
CCOc1ccc(N(CC(=O)N/N=C/c2ccccn2)S(=O)(=O)c2ccc(Cl)cc2)cc1	-2	-3	-14	4	0.4	5	-3.1	-6	-1	1
FC(F)Oc1ccccc1NC(=S)Nc1cccc(Cl)c1Cl	-4	2	2	20	-3.4	-1	-1.1	-8	-2	-3
Cc1cc(C)nc(SCc2cn3c(C)cc(C)nc3n2)n1	-6	-4	-4	-8	-0.9	0	0.2	-1	-7	0
FC(F)(F)c1cc(-c2ccccc2)nc2ncnn12	-6	1	-2	7	3.4	-5	-2.2	5	0	2
O=c1cc(CN2CCN(S(=O)(=O)c3ccccc3)CC2)nc2sccn12	-2	-6	-5	10	0.7	1	-0.4	-7	2	-1
Cc1cccc(N2CCN(Cc3ccoc3)CC2)c1C	-2	-1	-7	11	1.8	0	-3.1	nt	-2	-1
Nc1nc2ccccc2n1C(=O)c1cccs1	-2	-4	0	-17	-0.2	-1	1.0	-3	10	3
Cc1cc(C2=NNC(=Nc3ccccc3)SC2)c(C)n1C	1	-12	-2	4	2.7	5	-2.2	-1	0	9
CCc1cccc(CC)c1N(COC)C(=O)Cn1c(C(C)O)nc2ccccc21 (centres undefined)	-2	0	0	-7	0.2	-7	-0.9	nt	3	1
COc1ccc(/C=N/Nc2cc(C)nc(N3CCOCC3)n2)c(OC)c1	-2	-9	3	-67	1.1	-6	-4.1	1	6	1
CC(Oc1ccc(Cl)cc1Cl)C(=O)Nc1cccnc1 (centres undefined)	9	5	-8	12	1.0	-4	-1.5	-6	2	1
Cc1c(N=C2NN=C(c3c[nH]c4ccccc34)CS2)c(=O)n(-c2ccccc2)n1C	-4	-4	0	-27	0.1	6	-0.3	11	-1	2
Cc1ccc(CNC(=O)C2CC(c3cc(C(F)(F)F)cc(C(F)(F)F)c3)=NO2)o1 (centres undefined)	-3	-8	-13	-43	-4.8	1	0.0	-6	-17	-4
Cc1ccc(NS(=O)(=O)c2ccc(OCC(=O)NCc3cccnc3)cc2)cc1	nt	3	1	16	-0.6	-4	0.2	2	-2	2
CCOCCc1nnc(NC(=O)Cc2c(F)cccc2Cl)s1	-1	2	4	5	2.1	-5	0.6	1	5	2
CCN(CC)S(=O)(=O)c1cc(NC(=O)CSc2nc3c(cc2C#N)C(=O)CC(C)(C)C3)ccc1C	1	-3	-18	-72	-1.4	0	0.6	-6	-2	-4
CCSc1nc2n(n1)C(c1cccc(F)c1)C1=C(CCCC1=O)N2 (centres undefined)	0	-6	2	2	-1.5	-1	1.0	-10	2	1
CN1C(=O)C2(Oc3ccccc3C3CC(c4ccccc4)=NN32)c2ccccc21 (centres undefined)	-3	-5	4	-6	-0.5	-3	-1.8	0	2	-2
N#Cc1c(Nc2ccccc2)sc(C(=O)c2ccccc2)c1N	-1	-3	8	-29	-0.2	-7	-0.8	?	8	1
CC(C(=O)N(C)C)N1c2cccc3cccc(c23)S1(=O)=O (centres undefined)	-3	-1	8	8	1.3	-2	-0.9	-5	-8	1
CCCn1cnc2c(SCCc3ccccc3)nc(N)nc21	54*	0	-3	-9	-5.0	-4	nt	0	-2	-3
CCCCn1c(N)c(N(CCC(C)C)C(=O)c2ccc(-c3ccc([N+](=O)[O-])cc3)o2)c(=O)[nH]c1=O	26	-9	-9	-8	-3.2	-2	-0.5	1	10	12
Cn1cc(CNCc2ccc(-n3cccn3)cc2)c(-c2ccccc2F)n1	-1	-24	3	24	-0.3	-8	-0.3	6	-1	-2
COc1cc(-c2nnc(-c3cccs3)o2)cc(OC)c1OC	0	7	3	-23	1.6	-5	-0.8	1	-2	-6
C/C(Cl)=C\Cn1c(O)c(N=NC(N)=S)c2ccccc21	76*	2	-1	-28	0.0	-3	0.6	6	0	4
Cc1cc[n+](C(C)C(=O)c2ccc(Cl)cc2)cc1 (centres undefined)	-3	2	4	2	0.7	-6	-0.5	-5	-4	0
CCCCCCc1nc(C(N)=O)c2[nH]c(=O)n(-c3ccccc3F)c2n1	-1	2	-4	2	4.5	-3	-1.7	-6	-3	-1
CN1C(C(=O)Nc2ccccn2)=C(O)c2ccccc2S1(=O)=O	-4	-5	5	23	-0.3	-3	-0.6	0	4	3
CCN(C(=O)CSc1nnc(C)n1-c1ccc(C)cc1)c1c(N)n(Cc2ccccc2)c(=O)[nH]c1=O	0	-12	3	17	-2.1	1	0.1	-1	2	2
CCOC(=O)N1CCC(N2Cc3cccc(C(=O)Nc4ccc(S(=O)(=O)N(CC)CC)cc4)c3C2=O)CC1	3	-6	3	6	1.0	0	-0.3	0	2	1
N#Cc1ccccc1NC(=O)C(=O)NCC1CCCN1S(=O)(=O)c1cccs1 (centres undefined)	-2	-1	3	-8	-1.0	2	-0.6	27	-3	0
O=[N+]([O-])c1cc([N+](=O)[O-])c2cccnc2c1Oc1ccccc1O	-1	-5	1	30	-0.1	-1	-1.4	16	-2	6
CCN1CCN(C(CNS(=O)(=O)c2ccc(C)cc2)c2ccccc2)CC1 (centres undefined)	14	-8	-7	15	-0.2	-4	-2.2	1	1	1
Cn1c(=O)n(CC(=O)O)c(=O)c2c1nc1n2CCCN1Cc1ccccc1	-3	1	3	16	-0.7	1	-0.2	-7	-1	-2
Cc1sc2nc(SCC(=O)NCc3ccco3)[nH]c(=O)c2c1C	-6	-11	3	3	0.7	-6	-0.5	-2	4	-2
Cc1cc(C)c2c(c1)/C(=N\N=c1\sc3ccccc3n1C)C(=O)N2	3	8	-14	-29	-0.6	-3	-0.4	7	1	6
CC(=O)c1cccc(S(=O)(=O)N2CCC(C(=O)N(C)Cc3ccc(Cl)s3)CC2)c1	nt	-12	0	14	1.2	-4	-1.3	-3	4	0
O=C(C1CCN(S(=O)(=O)c2cccc3cccnc23)CC1)N1CCN(c2ccccn2)CC1	-4	-3	-3	-2	-0.1	2	-4.1	3	-9	3
Cc1ccccc1-c1noc(-c2ccccc2C(=O)NCC2CCCO2)n1 (centres undefined)	-1	-7	-4	11	0.2	2	-1.6	12	2	-3
O=C(c1cc(Cl)ccc1[N+](=O)[O-])n1cnc2ccccc21	-1	-1	-6	-12	1.2	-1	0.4	-2	-1	-1
CCOC(=O)/C=C1\NC(C)(C)Cc2cc(OC)c(O)cc21	3	-6	15	-29	-6.3	4	-0.9	-11	1	3
COc1ccc(NC(=O)Nc2ccccc2C(=O)N2CCCC2)cc1	-2	-17	8	6	0.3	-4	nt	2	2	0
Cc1ccc(C)c(CN2C(=O)C3CCCN3c3ccc(C#N)cc32)c1 (centres undefined)	-5	3	-2	-4	-1.6	-7	-0.5	-8	-2	0
COc1cccc(CC2(CO)CCN(C(=O)NCCc3ccccc3)CC2)c1	-3	3	-5	-20	3.8	-7	-1.8	-14	-2	-3
COCCn1cnnc1SCC(=O)Nc1ccc(N2CCCCC2)cc1	-4	-4	3	4	1.6	-1	0.3	-2	6	0
Cc1nc(SCC(=O)N(CC(C)C)C2CCS(=O)(=O)C2)c2ccccc2n1 (centres undefined)	-1	-12	13	7	0.1	-13	-0.4	-112	1	-1
O=C(NCCCN1CCOCC1)C1CCC(=O)N1C1CCCCC1 (centres undefined)	-5	-8	-5	13	1.4	1	-0.5	4	-3	-1
COc1ccccc1Nc1nnc(SCC(=O)c2cc(C)n(CC3CCCO3)c2C)s1 (centres undefined)	-2	4	-3	-33	-1.7	-5	0.2	-4	-5	6
CC(=O)c1ccc(NC(=S)Nc2ccn(Cc3ccc(Br)cc3)n2)cc1	nt	5	2	-3	-0.1	3	-0.8	9	0	0
Cc1onc(-c2c(Cl)cccc2Cl)c1C(=O)N1CCSCC1	0	-5	-8	13	1.9	3	-0.1	-1	3	-3
CN(C)c1ccc(CN2CCCC(O)C2)cc1 (centres undefined)	-1	-2	-1	0	1.3	-1	-1.7	2	-3	1
CCCCn1c(N)c(N(CC)C(=O)c2cccc(F)c2)c(=O)[nH]c1=O	nt	-9	-1	nt	-0.2	4	0.4	7	-2	3
CCOC(=O)C1(C)C=C(Nc2ccc(C)cc2)C(=O)N1c1ccc(C)cc1 (centres undefined)	6	-5	1	-5	0.2	-2	-0.8	-1	-4	-3
Cc1ccc(-n2cc(CN3CCN(Cc4nccn4C)CC3)c(-c3ccc(F)cc3)n2)cc1	-3	2	-2	-22	-0.3	-3	-3.0	8	-3	6
COc1cc(SC)ccc1C(=O)OCC(=O)N1CCCC1	-2	-6	-4	nt	0.5	2	-1.4	1	-3	-2
S=C(NCc1ccco1)N/N=C/c1ccc(Cl)cc1	-2	3	-3	10	1.4	2	-2.7	7	-6	-5
COc1cccc(CNS(=O)(=O)c2ccc3c(c2)N(C(C)=O)CCS3)c1	-3	1	-3	-12	-0.6	-2	-1.8	0	-8	0
Cn1cnc2c(cnn2C)c1=O	-1	3	1	19	-0.1	1	-0.4	1	-10	-1
COc1ccc(CNC(=O)C(C)OC(=O)CCN2C(=O)C3CC=CCC3C2=O)cc1 (centres undefined)	-1	-12	-4	-8	1.2	-3	-1.4	-3	2	-1
